Ecoli viability: counter-screen for AddAB inhibitors: E. coli growth inhibition; E. coli V3065 growth, OD600 absorbance, 18 h; 330,000 tested, 0.27% active; AID 449728; inhibition, % at 11.9 µM;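 active = inhibition above the campaign's mean inhibition across all tested compounds plus 3 SD, cut at about 9.9% in these data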;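 also: uninfected addAB+ strain grown without phage in ampicillin broth; 0% = DMSO wells and 100% = ciprofloxacin 0.95 µg/ml wells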
SR-BI uptake up: activators of SR-BI mediated HDL lipid uptake; CHO ldlA[mSR-BI] cells, DiI-HDL uptake fluorescence, 3 h; 100 = double the neutral-control signal; activation, % at 12.5 µM; 320,000 tested, 0.096% active;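 active = mean replicate activation of at least 60% and every replicate at or above 60%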;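 also: 0% = median plate neutral-control signal and 100% = twice that signal; values of inactives mirror those of a sister screen read the other way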
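Assay system: CHO ldlA[mSR-BI] cells, LDL receptor-null, SR-BI overexpressing; medium: Ham's F12 with 0.5% BSA, HEPES 25 mM, pH 7.4; also added: DiI-HDL 10 µg/mL; timing: 3 h uptake period with compound, 37 °C; signal: DiI fluorescence, bottom read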
Tat transport: blocks Tat-dependent protein export in E. coli | E. coli MC4100 TorA-mCherry Tat export, fluorescence | inhibition, % at 10 µM | 340,000 tested, 0.036% active;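 active = mean replicate inhibition at least 50% and at least half of replicates individually reaching 50%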;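 also: exported cargo escapes ClpAP degradation while cytoplasmic cargo is degraded and loses fluorescence; 0% = median of neutral control wells and 100% = median of NaSCN control wells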
MITF act: activators of MITF-driven TRPM1 promoter activity in SK-MEL-5 cells; SK-MEL-5 TRPM1-promoter luciferase, 24 h; % of positive control, neutral wells = 0; activation, % at 12.5 µM; 300,000 tested, 0.75% active; AID 588334;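 active = mean activation of at least 80% with every replicate also reaching 80%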;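 also: 0% = neutral control wells and 100% = parthenolide positive control wells; values of inactives mirror those of a sister screen read the other way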
CAL PDZ FP-1: blocks peptide binding to human CAL PDZ domain; AID 504414; purified CAL PDZ, TMR-peptide fluorescence polarization, 1 h; Q9HD26; 330,000 tested, 0.02% active; inhibition, % at 20 µM;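 active = highest replicate inhibition of at least 40%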;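 also: plate controls were DMSO neutral control wells for no effect and unlabeled competitor peptide control wells for full effect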
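Test system: tagged CAL PDZ domain / Buffer or medium: sodium phosphate/NaCl buffer pH 7.4 with TCEP, IgG, Thesit / Reagent: TMR-labelled reporter peptide T*-PRC34 bound in PDZ groove / Compound dosing: single point, 20 µM / Schedule: 1 h incubation at room temperature before polarization reading / Technique: fluorescence polarization (mP) / Benchmarks: unlabelled peptide, DMSO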
CAL PDZ FP-2: blocks peptide binding to the human CAL PDZ domain | Q9HD26 | purified CAL PDZ, TMR-peptide fluorescence polarization, 1 h | inhibition, % at 24.9 µM | 300,000 tested, 0.92% active | AID 602252;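 active = mean inhibition of at least 30% with at least half of replicates also reaching 30%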;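 also: 0% = DMSO neutral control and 100% = excess unlabeled competitor peptide PRC23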
phage Ecoli inh: E. coli growth loss with phage present. 360,000 tested, 0.26% active. inhibition, % at 11.9 µM. growth absorbance; in the data active = inhibition above about 11%
Wnt act: activates Wnt/beta-catenin signaling in a reporter cell assay. activator, plate reader. activation, % at 9.35 µM. 300,000 tested, 1.2% active; in the data active = activation above about 30%, passing the limit was not always enough;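 also: 0% = neutral control wells and 100% = positive control wells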
SR-BI HDL uptake: mouse SR-BI HDL lipid transfer inhibition; Q61009; ldlA[mSR-BI] CHO cells, DiI-HDL uptake fluorescence, 3 h; inhibition, % at 12.5 µM; 320,000 tested, 0.96% active;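 active = mean replicate inhibition of at least 70% and a set share of replicates each scoring 70 or more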;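 also: 0% = median of neutral control wells and 100% = median of positive control wells; values of inactives mirror those of a sister screen read the other way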
Target sequence (Q61009 whole entry, looked up): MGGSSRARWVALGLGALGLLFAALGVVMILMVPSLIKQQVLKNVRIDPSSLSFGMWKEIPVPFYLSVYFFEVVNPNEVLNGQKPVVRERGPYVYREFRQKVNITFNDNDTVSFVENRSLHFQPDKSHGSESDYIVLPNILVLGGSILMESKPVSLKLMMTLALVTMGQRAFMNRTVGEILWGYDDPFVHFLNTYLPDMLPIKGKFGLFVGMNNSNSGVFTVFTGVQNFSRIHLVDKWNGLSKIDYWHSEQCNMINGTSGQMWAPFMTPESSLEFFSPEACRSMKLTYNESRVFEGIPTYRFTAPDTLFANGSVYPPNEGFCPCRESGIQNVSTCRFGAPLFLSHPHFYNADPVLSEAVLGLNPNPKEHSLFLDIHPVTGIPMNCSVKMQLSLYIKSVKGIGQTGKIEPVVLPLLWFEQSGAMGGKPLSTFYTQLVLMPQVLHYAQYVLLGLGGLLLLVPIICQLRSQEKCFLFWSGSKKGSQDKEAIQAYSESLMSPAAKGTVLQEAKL
AddAB inh: less growth of phage-infected E. coli with AddAB; 330,000 tested, 0.29% active; E. coli expressing H. pylori AddAB, absorbance growth; AID 435030; inhibition, % at 11.9 µM; in the data active = inhibition above about 12%;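 also: 0% = vehicle wells of infected cells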
* = called active by the depositor; / = no result given.

SMILES | Ecoli viability | SR-BI uptake up | Tat transport | MITF act | CAL PDZ FP-1 | CAL PDZ FP-2 | phage Ecoli inh | Wnt act | SR-BI HDL uptake | AddAB inh
O=C1C(=NO)CC(c2ccccc2)N1c1ccccc1 (centres undefined) | / | -1.6 | -2.8 | -2.5 | 0.1 | 5.8 | 4.8 | -5.1 | 1.6 | /
O=c1c2c(nc3nc(SCc4ccccc4)[nH]n13)CCC2 | 3.4 | 18.1 | 5.2 | / | -3.7 | -3.9 | 3.4 | 0.5 | -18.1 | -0.2
CCCc1cc(=O)[nH]c(SCC(=O)N(C)Cc2ccccc2)n1 | 0.8 | 1.0 | -15.1 | / | -0.1 | / | 0.7 | / | -1.0 | 2.8
COc1ccc(C(=O)C(C)[n+]2ccc(C)c3ccccc32)cc1[N+](=O)[O-] (centres undefined) | 1.0 | -2.6 | -3.4 | / | 0.1 | -4.7 | 3.1 | -2.0 | 2.6 | -0.2
Cc1oc(-c2ccccc2Cl)nc1CS(=O)CC(=O)NCCCN1CC(C)CC(C)C1 (centres undefined) | 1.1 | -8.2 | -3.2 | 19.2 | -0.8 | -1.2 | 1.3 | -1.1 | 8.2 | 1.0
O=C(Nc1ccc(S(=O)(=O)Nc2ncccn2)cc1)c1ccc(N2CCCC2=O)cc1 | 5.3 | / | -11.5 | 1.1 | -0.8 | -4.5 | 2.3 | 17.6 | / | 3.3
Cc1ccc(NC(=O)COC(=O)C2(C)CC2(Cl)Cl)cc1S(=O)(=O)N1CCOCC1 (centres undefined) | / | -11.8 | -4.3 | 0.9 | -2.0 | -2.0 | 2.2 | -3.5 | 11.8 | /
COc1ccc(N2C(=O)/C(=C/c3cccs3)NC2=S)cc1 | 0.4 | 1.9 | -1.0 | 2.5 | -2.7 | -1.0 | 1.3 | 5.0 | -1.9 | 1.1
COC(=O)C1=CN(c2ccc(OC)cc2)C=C(C(=O)OC)C1c1cc(OC)c(OC)cc1OC | -0.8 | / | 7.3 | -11.0 | 0.0 | / | 1.6 | 0.0 | 1.2 | 2.9
CCC(C(=O)OCC(=O)Nc1cc(Cl)cc(Cl)c1)c1ccccc1 (centres undefined) | 2.4 | -1.9 | 14.3 | 12.0 | -0.5 | 7.6 | 2.4 | / | 1.9 | 1.7
COc1ccccc1CNS(=O)(=O)c1c(C(=O)N2CCCCC2)c(C)n(C)c1C | 0.0 | 13.5 | -0.1 | -0.7 | -3.3 | -1.9 | 2.9 | -1.7 | -13.5 | 1.0
Cc1ccc(-c2cc(C(=O)Nc3c(C#N)cnn3C)no2)cc1 | 3.5 | 18.4 | 6.1 | 40.6 | -1.2 | -2.1 | -1.4 | 11.6 | -18.4 | 1.6
CCOc1ccc(CCNc2nc3ccccc3n3c(C)nnc23)cc1OCC | -1.0 | -12.4 | -6.8 | -23.4 | -1.3 | -4.4 | 4.6 | -0.2 | 12.4 | -1.5
O=C(O)c1ccc(N/N=C2/CCSc3ccc(F)cc32)cc1 | -1.6 | 12.2 | 2.8 | 8.2 | -1.0 | -0.6 | 3.3 | 1.6 | -12.2 | 0.5
CC(=O)Nc1nnc(SCC(=O)Nc2ccc(N3CCOCC3)c(Cl)c2)s1 | 0.1 | -9.0 | -7.6 | 5.0 | -1.4 | -2.0 | 2.6 | -0.7 | 9.0 | 1.1
CCCCn1c(CN2CCN(CCO)CC2)nc2ccccc21 | 2.4 | -0.3 | -3.7 | -4.3 | -0.5 | 1.1 | 3.7 | -4.3 | 0.3 | 1.9
CN(C)c1cccc2c(S(=O)(=O)NCc3ccc(S(N)(=O)=O)cc3)cccc12 | -1.3 | -3.8 | -0.9 | 3.7 | 0.5 | -2.2 | -2.6 | -1.8 | 3.8 | 0.4
Cc1nnc(SCC(=O)N2c3ccccc3C(C)(c3ccc(Cl)cc3)CC2(C)C)s1 (centres undefined) | 1.1 | 27.0 | 6.2 | -8.0 | -1.7 | 0.9 | 2.7 | -3.7 | -27.0 | 0.3
Cc1ccc(C(=O)N(c2ccccn2)C(C)c2ccco2)cc1C (centres undefined) | -1.4 | -14.0 | 2.5 | 23.9 | -0.7 | -4.5 | -1.1 | 15.0 | 14.0 | -2.6
CCOc1cccc(C2C(C(=O)c3ccc(C)o3)=C(O)C(=O)N2c2nnc(C)s2)c1 (centres undefined) | / | 3.0 | -5.5 | 21.1 | -0.3 | / | -2.8 | 0.6 | -3.0 | /
CCOc1ccc2oc(C(=O)OCC(=O)NC(=O)NC3CCCC3)c(C)c2c1 | 1.1 | 10.5 | -8.9 | / | -0.8 | -3.2 | 2.2 | / | -10.5 | 2.2
O=C(NCC1CCCO1)c1ccc(COc2ccc(F)cc2)o1 (centres undefined) | -0.2 | -10.6 | 3.4 | -4.9 | -1.1 | 0.2 | 0.3 | / | 10.6 | 3.0
COC(=O)c1cc(Br)c(=O)n(-c2ccc(OC)cc2)c1 | 1.0 | -18.1 | -4.6 | -0.1 | / | 1.3 | 2.1 | / | 18.1 | -0.7
CC(C)C[C@@H]1CN=C(N)N1C[C@@H]1CCCN1C[C@@H](C(C)C)N1C[C@@H](Cc2ccccc2)N(CCc2ccc(Cl)c(Cl)c2)C1=N | -1.1 | 21.7 | 7.8 | -1.4 | -6.5 | -3.8 | 2.6 | -1.7 | -21.7 | 0.7
COc1ccccc1C1CC(=O)n2c(nc(-c3ccccc3)c2-c2ccccc2)S1 (centres undefined) | 0.7 | 8.5 | 0.5 | 12.2 | -0.8 | -4.4 | 2.8 | 1.3 | -8.5 | 1.6
Cn1c(Cn2c(=O)sc3ccccc32)nnc1SCC(=O)Nc1ccc(Cl)cc1 | 1.4 | 8.4 | -5.2 | -10.7 | 0.1 | 1.7 | 2.7 | -1.2 | -8.4 | 0.9
CSC1=NCCN1CCOc1ccccc1 | 2.3 | -9.8 | -8.2 | -3.9 | 0.1 | 0.3 | 5.2 | -1.3 | 9.8 | 4.4
O=C(CCc1nnc(CCCc2ccccc2)o1)N1CCCCCC1 | -2.0 | 23.2 | -1.1 | 58.4 | -0.3 | / | 4.1 | 8.3 | -23.2 | 2.6
Cn1c(=O)c2c(nc(OC3CCCCCC3)n2C)n(C)c1=O | / | -28.1 | 9.9 | 16.0 | -2.0 | -3.2 | 4.9 | -2.6 | 28.1 | /
CCCCn1c(N)c(N(CC(C)C)C(=O)c2cccc(OCc3ccccc3)c2)c(=O)[nH]c1=O | 2.9 | 6.4 | -7.9 | -1.8 | -1.9 | 0.5 | 1.6 | 2.0 | -6.4 | -0.9
CCCC(=O)Nc1ccc(C(=O)NCc2ccccc2Cl)cc1 | 0.5 | -37.2 | -6.4 | -5.0 | -0.1 | -0.6 | 4.4 | / | 37.2 | 3.5
O=C(NCCc1ccccc1)C1CCC(CNS(=O)(=O)c2cccc3cccnc23)CC1 (centres undefined) | -0.2 | -17.2 | -7.1 | 21.8 | 0.3 | -2.7 | -1.9 | 5.2 | 17.2 | -1.5
COCCNC(=O)CN(C)S(=O)(=O)c1ccc2c(c1)OCCO2 | -2.2 | -9.3 | -5.2 | -0.1 | 0.5 | 0.1 | 2.3 | -1.7 | 9.3 | -1.3
O=C(c1ccc(-c2ccccc2)c(F)c1)C1CCCN(C(=O)c2cncs2)C1 (centres undefined) | 0.6 | 2.4 | 7.0 | -6.9 | 1.2 | -5.2 | 1.2 | -3.2 | 4.3 | -1.3
CC(=O)N1N=C(c2ccco2)CC1c1cc2cc(C)ccc2nc1Cl (centres undefined) | 0.8 | / | / | / | / | / | 4.5 | 0.2 | / | 0.5
COc1cccc(CNC(=S)Nc2cc(C)ccc2C)c1 | -2.0 | -0.9 | 0.7 | 1.5 | -0.6 | 15.9 | 3.0 | -2.1 | 0.9 | -3.4
CC(NC(=O)c1ccncc1)C(c1cccs1)N1CCOCC1 (centres undefined) | 2.4 | 18.9 | -1.2 | -6.6 | -2.5 | -0.3 | 3.4 | -0.5 | -18.9 | -1.3
CC(=O)Nc1ccc(-c2csc(Nc3cc(C)ccn3)n2)cc1 | -0.3 | -49.0 | -0.9 | -2.9 | 2.5 | -1.0 | -1.5 | 12.4 | 49.0 | -1.8
Cc1ccc(S(=O)(=O)N(C)CC(=O)N/N=C/c2ccc(C)o2)cc1 | 0.1 | -7.3 | -9.2 | -5.4 | -0.2 | -0.8 | 3.5 | 1.1 | 7.3 | 2.8
CCCc1cc(=O)[nH]c(SCC)n1 | -5.0 | 35.8 | -7.7 | -5.2 | -4.2 | 1.9 | -1.0 | / | -35.8 | -0.1
CCOC(=O)c1sc2nc(CC(=O)OC)nc(NCCN3CCOCC3)c2c1C | / | -5.6 | -3.7 | -1.0 | -0.7 | -6.4 | 3.6 | / | 5.6 | /
COC(=O)[C@@]12CCCCN1[C@H](c1ccc(-c3ccccc3)c(OC)c1)[C@H]1C(=O)N(C)C(=O)[C@H]12 | 0.5 | -31.3 | -7.6 | -8.8 | 0.9 | 0.9 | 3.3 | -2.5 | 31.3 | 2.4
Nc1c(C(=O)OCC(=O)NCc2ccccc2)[nH]c(=O)[nH]c1=O | 1.7 | / | -3.8 | -5.2 | -2.3 | 1.1 | 2.7 | 1.1 | / | 2.5
COCCN(C(=O)c1cc2c(s1)CCCCC2)c1c(N)n(Cc2ccccc2)c(=O)[nH]c1=O | 1.7 | 11.2 | 2.0 | -8.9 | -0.6 | / | 2.9 | -1.2 | -11.2 | -1.0
Cc1nnc(SCC(=O)N2CCCCCC2)n(N)c1=O | -0.3 | 41.4 | 17.7 | 19.3 | 0.0 | -3.1 | 1.5 | -0.3 | -41.4 | -1.2
COc1cc(C2C(C(=O)c3ccco3)=C(O)C(=O)N2c2cc(C)on2)ccc1OCc1ccccc1 (centres undefined) | 1.9 | / | / | / | / | / | -1.3 | -1.5 | / | 2.0
S=c1[nH]c2ccc(Cl)cc2[nH]1 | 1.8 | -29.6 | 5.3 | -9.3 | -0.1 | -2.4 | 4.0 | 2.7 | 29.6 | 3.4
COc1ccc(C(CNC(=O)COc2ccc(-c3ccccc3)cc2)N2CCOCC2)cc1 (centres undefined) | -3.5 | / | 7.5 | -0.2 | -2.6 | -2.4 | -0.8 | -4.1 | / | 0.3
O=C(CNC(=O)c1ccc(Br)o1)NC1CCCCCC1 | -1.2 | 11.0 | -7.6 | 33.6 | -1.5 | -4.8 | -0.2 | 2.6 | -11.0 | 2.2

By substructure, the compounds so far with fluorine.
SMILES | Ecoli viability | SR-BI uptake up | Tat transport | MITF act | CAL PDZ FP-1 | CAL PDZ FP-2 | phage Ecoli inh | Wnt act | SR-BI HDL uptake | AddAB inh
O=C(O)c1ccc(N/N=C2/CCSc3ccc(F)cc32)cc1 | -1.6 | 12.2 | 2.8 | 8.2 | -1.0 | -0.6 | 3.3 | 1.6 | -12.2 | 0.5
O=C(NCC1CCCO1)c1ccc(COc2ccc(F)cc2)o1 (centres undefined) | -0.2 | -10.6 | 3.4 | -4.9 | -1.1 | 0.2 | 0.3 | / | 10.6 | 3.0
O=C(c1ccc(-c2ccccc2)c(F)c1)C1CCCN(C(=O)c2cncs2)C1 (centres undefined) | 0.6 | 2.4 | 7.0 | -6.9 | 1.2 | -5.2 | 1.2 | -3.2 | 4.3 | -1.3
